High-throughput results: PubChem, several laboratories
MT1-MMP act inh = MT1-MMP (human) activation inhibition | 360,000 compounds, 0.061% hits | HT1080 RFP-PRO-GFP cells, GFP/RFP ratio fluorescence, overnight; percent of plate control window, DMSO zero | AID 651647 | GFP/RFP ratio change, % at 20 µM;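 active = GFP/RFP ratio change of at least 30% with cell ATP level not reduced by more than half and red fluorescence within 50% of control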; also: strong numbers were not always called active
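Test system: HT1080 cells expressing an RFP-PRO-GFP fluorescent reporter construct / Compound dosing: single-point 20 µM compound, 1% DMSO / Schedule: cells overnight before dosing, compound overnight, 37 °C, 5% CO2 / Evaluation: GFP/RFP fluorescence ratio / Control set: DMSO and RFP-L50D-GFP cell wells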
MsrA inh = inhibits bovine methionine sulfoxide reductase A. purified bovine MsrA, absorbance read-out. AID 651718. inhibition, % at 15.5 µM. 360,000 compounds, 0.75% hits; in the data active = inhibition above about 4.5%;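 also: 0% = vehicle wells with enzyme and 100% = reference inhibitor wells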
E coli Lon inh = inhibitors of E. coli Lon protease. AID 602123. inhibition, % at 7.94 µM. P0A9M0. purified E. coli Lon protease, fluorescence polarization. 360,000 compounds, 0.42% hits; in the data active = inhibition above about 13%, passing the limit was not always enough;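 also: 0% = enzyme with probe and DMSO and 100% = no enzyme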
MLLE-PAM2 inh = inhibitors of microRNA-mediated deadenylation, human PABP1 MLLE binding; P11940; GST-MLLE / FITC-PAM2 fluorescence polarization; inhibition, % at 20 µM; 360,000 compounds, 0.36% hits; in the data active = inhibition above about 35%, passing the limit was not always enough;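 also: plate controls were DMSO wells with GST-MLLE for no effect and wells lacking GST-MLLE protein for full effect; some results filed as inactive read as strong as hits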
Target sequence (P11940 whole entry, looked up): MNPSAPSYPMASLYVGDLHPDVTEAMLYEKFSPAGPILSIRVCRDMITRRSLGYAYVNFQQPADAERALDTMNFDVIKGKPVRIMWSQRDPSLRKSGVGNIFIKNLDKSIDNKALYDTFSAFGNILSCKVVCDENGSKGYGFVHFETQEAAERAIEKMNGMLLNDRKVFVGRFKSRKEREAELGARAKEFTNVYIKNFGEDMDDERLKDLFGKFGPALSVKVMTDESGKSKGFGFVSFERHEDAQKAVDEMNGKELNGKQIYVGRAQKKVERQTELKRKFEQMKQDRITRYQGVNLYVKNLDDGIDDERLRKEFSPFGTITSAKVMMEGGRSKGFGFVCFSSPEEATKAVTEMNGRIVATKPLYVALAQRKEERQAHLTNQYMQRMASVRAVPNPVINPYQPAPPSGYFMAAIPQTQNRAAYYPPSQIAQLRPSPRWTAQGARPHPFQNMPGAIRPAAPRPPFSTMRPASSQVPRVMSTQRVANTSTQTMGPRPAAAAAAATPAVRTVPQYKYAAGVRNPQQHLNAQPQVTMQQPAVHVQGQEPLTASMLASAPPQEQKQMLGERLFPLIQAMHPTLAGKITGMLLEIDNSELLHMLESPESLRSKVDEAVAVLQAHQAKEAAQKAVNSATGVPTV
MsrA act = activates bovine MsrA enzyme. purified bovine MsrA, absorbance read-out. activation, % at 10.6 µM. 360,000 compounds, 0.3% hits. AID 602163; in the data active = activation above about 7.5%;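 also: 0% = vehicle and 100% = reference activator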
Tb MetRS inh = blocks T. brucei methionyl-tRNA synthetase activity; purified T. brucei MetRS, ATP depletion, Kinase-Glo luminescence; inhibition, % at 11.9 µM; 360,000 compounds, 0.4% hits; AID 624268;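 active = inhibition above a per-plate cutoff of the control wells' mean inhibition plus 3 SD, cut at about 5.5% in these data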;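 also: 0% = DMSO wells median and 100% = median of wells with control inhibitor compound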
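Assay system: T. brucei methionyl-tRNA synthetase, purified | Medium: HEPES buffer with MgCl2, KCl, DTT, spermine, BSA, pyrophosphatase | Compound: 11.9 µM single point | Incubation: 15 min enzyme-compound preincubation, 2 h reaction, 10 min detection, 25 °C | Measured by: Kinase-Glo luciferase luminescence reporting remaining unconsumed ATP | Measure: % inhibition normalized to control-well medians | Replication: Singlicate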
NRP1-CendR mod = NRP-1/CendR interaction modulation | O14786 | 360,000 compounds, 0.85% hits | inhibition, % at 25 µM | FAM-RPARPAR peptide binding to NRP-1, fluorescence polarization;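 active = inhibition or corrected inhibition above about 18%, plus a signal ratio from 0.5 to 1.5, limit read from the data, passing the limit was not always enough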; also: strong numbers were not always called active
SKN-1 inh = C. elegans SKN-1 inhibition; C. elegans VP596 Pgst-4::GFP/RFP ratio, acrylamide-induced, 24 h; 360,000 compounds, 0.49% hits; AID 624304; inhibition, % at 21.8 µM;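 active = interference check ratio from 0.5 to 1.5 plus GFP to RFP signal ratio inhibition reaching or exceeding a fixed threshold, cut at about 30% in these data, passing the limit was not always enough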; also: some compounds called inactive have numbers as strong as hits
FAS-TE inh = FAS thioesterase (human) inhibition. P49327. recombinant FAS-TE, OMFH fluorogenic substrate, fluorescence endpoint. inhibition, % at 15 µM. 360,000 compounds, 0.67% hits. AID 602261;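 active = compounds whose normalised, plate-corrected inhibition of enzyme fluorescence in the single-dose primary screen is 50% or more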;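 also: 0% = DMSO with enzyme and 100% = substrate without enzyme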
Numbers without * were called inactive; . = no result given. An unsorted share of the library; about 4% have a hit in one of these screens.

SMILES | MT1-MMP act inh | MsrA inh | E coli Lon inh | MLLE-PAM2 inh | MsrA act | Tb MetRS inh | NRP1-CendR mod | SKN-1 inh | FAS-TE inh
CC(Oc1ccc2c(c1)oc(=O)c1ccccc12)C(=O)NCCCN1CCOCC1 (centres undefined) | 1 | 1.1 | -9 | 5 | -1 | -0.3 | 7 | 10 | -4
CCOC(=O)C(C)Oc1c(C(=O)OC)sc2ncccc12 (centres undefined) | 0 | 1.5 | 0 | -6 | -3 | -0.9 | 4 | -1 | -2
CC(=O)c1ccc(N(C(=O)CNC(=O)c2ccco2)C(C(=O)NC2CCCC2)c2cccnc2)cc1 (centres undefined) | 0 | -0.5 | 2 | 7 | 0 | -0.5 | 4 | -1 | -6
CC(C)C1C(=O)N(Cc2cn(CC3CCCCC3)nn2)CCS(=O)(=O)N1Cc1ccc(-c2ccc(Cl)cc2)cc1 (centres undefined) | -13 | 0.9 | -1 | -11 | -3 | -0.5 | -1 | 5 | 24
Cc1ccccc1NC(=O)c1ccccc1NC(=O)c1cccs1 | -3 | -0.8 | 3 | -7 | -3 | 0.1 | 2 | -8 | 9
COc1ccccc1C(=O)NCC(=O)OCC(=O)Nc1cccc(S(=O)(=O)N(C)C)c1 | 4 | 1.4 | -2 | -21 | 6 | -0.7 | 13 | 3 | -4
O=C(Nc1cccc(Cl)c1)N1CCC(CO)(CCOc2ccccc2)CC1 | 1 | 1.6 | -3 | 2 | -7 | -0.7 | -7 | -5 | 12
CCc1cccc(NC(=O)c2cccc3c2C(=O)N(C2CCCCC2)C3)c1 | -3 | . | -3 | 13 | 8.6* | -0.7 | 14 | 9 | 26
CS(=O)(=O)c1ccc(-c2cn3cc(C(=O)O)ccc3n2)cc1 | 1 | 1.5 | -4 | 1 | -3 | -0.1 | -5 | 4 | -2
C/C(=N/N=C(/C)c1cccs1)c1cccs1 | -2 | 2.5 | -3 | 2 | -9 | -1.1 | 4 | 43 | 11
CCN(CC)CCn1c(O)c(N=O)c2ccccc21 | 0 | -0.5 | 1 | -5 | -6 | -0.9 | 8 | 0 | -13
CC(C)Cn1c(N)c(C(=O)COC(=O)c2c(F)cccc2F)c(=O)n(C)c1=O | 3 | 0.7 | 18 | 4 | 0 | -0.5 | 0 | -10 | 4
CCOC(=O)c1ccc(NC(=O)c2cn(CCC#N)nc2-c2ccc3c(c2)OCCO3)cc1 | 8 | -0.7 | 6 | 0 | -1 | -0.8 | -7 | -2 | 7
CC(C)CN1C(=O)c2ccc(C(=O)Nc3nccs3)cc2C1=O | 0 | -0.7 | 2 | 6 | -5 | -1.0 | 5 | -5 | -8
O=S(=O)(c1cccc(-c2cn3cccnc3n2)c1)N1CCCCCC1 | -1 | 0.3 | -10 | 16 | 1 | -0.1 | -14 | 4 | -6

Two successive compounds from above, for reference:
SMILES | MT1-MMP act inh | MsrA inh | E coli Lon inh | MLLE-PAM2 inh | MsrA act | Tb MetRS inh | NRP1-CendR mod | SKN-1 inh | FAS-TE inh
CC(=O)c1ccc(N(C(=O)CNC(=O)c2ccco2)C(C(=O)NC2CCCC2)c2cccnc2)cc1 (centres undefined) | 0 | -0.5 | 2 | 7 | 0 | -0.5 | 4 | -1 | -6
CC(C)C1C(=O)N(Cc2cn(CC3CCCCC3)nn2)CCS(=O)(=O)N1Cc1ccc(-c2ccc(Cl)cc2)cc1 (centres undefined) | -13 | 0.9 | -1 | -11 | -3 | -0.5 | -1 | 5 | 24

Ordered by value in NRP1-CendR mod (low to high): three from the list above
SMILES	NRP1-CendR mod
O=C(Nc1cccc(Cl)c1)N1CCC(CO)(CCOc2ccccc2)CC1	-7
CS(=O)(=O)c1ccc(-c2cn3cc(C(=O)O)ccc3n2)cc1	-5
CC(C)Cn1c(N)c(C(=O)COC(=O)c2c(F)cccc2F)c(=O)n(C)c1=O	0

Taken from above.
`Cc1ccccc1NC(=O)c1ccccc1NC(=O)c1cccs1` @ MsrA act = -3
`COc1ccccc1C(=O)NCC(=O)OCC(=O)Nc1cccc(S(=O)(=O)N(C)C)c1` @ Tb MetRS inh = -0.7
`CCc1cccc(NC(=O)c2cccc3c2C(=O)N(C2CCCCC2)C3)c1` @ FAS-TE inh = 26

Going on with the list:
SMILES | MT1-MMP act inh | MsrA inh | E coli Lon inh | MLLE-PAM2 inh | MsrA act | Tb MetRS inh | NRP1-CendR mod | SKN-1 inh | FAS-TE inh
CCN1C(=O)N(CN2CCOCC2)C2C1N(CN1CCOCC1)C(=O)N2CC (centres undefined) | 0 | 0.3 | -3 | 1 | -7 | -1.1 | 8 | 8 | -8
N#Cc1cnn(-c2ccc([N+](=O)[O-])cc2[N+](=O)[O-])c1N | -1 | -0.4 | -17 | 8 | 8.3* | -0.1 | -9 | 20 | -4
O=C(COc1ccccc1)N1CCc2ccccc2C1 | 1 | 0.8 | 6 | 1 | -2 | -0.3 | 8 | -19 | -2
Cc1ccccc1N(CC(=O)NC1CCCC1)C(=O)c1oc(C(C)(C)C)cc1C | -24 | . | 2 | 3 | -1 | -0.4 | 4 | 12 | 14
COc1ccc(-c2csc(C(O)c3ccc(F)c(OC)c3)n2)cc1 (centres undefined) | -3 | 0.9 | -7 | 3 | -5 | -0.3 | 0 | -1 | 12
CCOc1ccccc1NC(=O)c1sc2nc(C)nc(N3CCOCC3)c2c1C | 5 | -0.5 | -3 | 12 | 6 | 0.1 | 4 | 0 | 9
CCCn1c(=N)c(S(=O)(=O)c2ccc(F)cc2)cc2c(=O)n3cccc(C)c3nc21 | 2 | 0.6 | 1 | 1 | -7 | 0.6 | 2 | -8 | 26
COCCCn1c(-c2ccc(S(=O)(=O)N3CCOCC3)cc2)csc1=Nc1ccccc1 | -14 | 1.5 | -12 | 3 | 5 | 0.3 | -1 | 12 | 10
COc1ccc(Cl)cc1S(=O)(=O)N1CCN(C(=O)c2cc(OC)c(OC)c(OC)c2)CC1 | 4 | -1.5 | -2 | -4 | -3 | -1.6 | 6 | -10 | -7
O=C(CN1CCN(c2ccc(F)cc2)CC1)Nc1ccccc1[N+](=O)[O-] | 5 | -0.1 | 0 | 17 | -1 | -1.1 | 6 | -1 | 21
O=C1NC(c2ccncc2)Nc2ccccc21 (centres undefined) | . | 0.6 | -4 | . | -3 | -0.6 | . | . | .
NC(=S)NNC(=O)c1ccccc1Cl | 0 | -0.9 | 1 | 9 | 0 | -0.4 | 5 | -8 | -4
CCOC(=O)C1(CCc2ccccc2)CCN(C(=O)c2cc(C)nc(C)n2)CC1 | 2 | 0.6 | 4 | 6 | -2 | -0.7 | 8 | 6 | 3
COc1ccc([N+](=O)[O-])cc1NC1CCCCC1 | 4 | 2.9 | -3 | 15 | 0 | -0.1 | -15 | 13 | 27
COc1ccc(OC)c(NC(=O)C2CC(=O)n3ncnc3N2)c1 (centres undefined) | -5 | 0.1 | -7 | 13 | -11 | -0.6 | 0 | -14 | -6
CCCC(=O)Nc1nc2ccc(NC(=O)c3c(F)c(F)c(OC)c(F)c3F)cc2s1 | 1 | -0.1 | -10 | -6 | 0 | 0.0 | 11 | 6 | 12
Nc1cc(Oc2cccnc2)cc([N+](=O)[O-])c1 | 3 | -0.1 | 3 | -7 | -2 | -0.6 | -13 | 7 | -3
O=C(c1ccc(N2CCN(S(=O)(=O)c3ccccc3)CC2)c([N+](=O)[O-])c1)N1CCOCC1 | 0 | 0.3 | 6 | 0 | -1 | 0.1 | -3 | -2 | -40
O=C(OCN1C(=O)c2ccccc2C1=O)c1cccs1 | 2 | 1.1 | -5 | 0 | 0 | -0.4 | -11 | 3 | 0
C/C(=N\NC(=O)c1ccc(N/N=C(\C)c2ccncc2)cc1)c1ccncc1 | 1 | 5.8* | -7 | -10 | 0 | -0.6 | -53 | -3 | -7
CC1(C(=O)NC2CCCC2)CCC(=O)N1C1CCN(Cc2ccccc2)CC1 (centres undefined) | 1 | -0.4 | 1 | 7 | 6 | -0.1 | 7 | -6 | -3
COc1cccc(/C=N/Nc2nc3ccccc3n3cnnc23)c1 | -5 | 2.0 | -29 | 3 | -3 | 0.2 | -15 | 3 | -10
O=C(CCCc1c[nH]c2ccccc12)Nc1ccc(S(=O)(=O)Nc2ncccn2)cc1 | 1 | -1.2 | 12 | 1 | -5 | -0.3 | -30 | -2 | -3
O=C(NCCc1ccc2c(c1)OCCO2)c1ccc([N+](=O)[O-])cc1Cl | 3 | -1.5 | 4 | -10 | -5 | -0.1 | 1 | 2 | 40
CCN(CC)c1cc(C)c2cc(NC(=O)CNC(C)=O)ccc2n1 | 6 | 1.9 | 2 | -7 | 0 | 0.6 | 8 | 5 | -4
Cc1cccc(Cn2cc(SCC(=O)Nc3nccs3)c3ccccc32)c1 | 7 | 0.9 | -8 | 1 | -1 | 0.4 | 6 | 3 | 15
CN1CCN(C(=S)Nc2ccccc2Cl)CC1 | 4 | 1.2 | -2 | -2 | -2 | -0.3 | 17 | 5 | 1
COc1ccc([N+](=O)[O-])cc1N(CC(O)CN(CC(C)C)CC(C)C)S(=O)(=O)c1ccc(C)cc1 (centres undefined) | -4 | 0.7 | 3 | 4 | -2 | -0.9 | 0 | -17 | 33
CCCCn1c(N)c(N(CCOC)C(=O)CSCc2ccccc2C)c(=O)[nH]c1=O | 1 | -0.7 | 2 | -7 | 2 | -0.5 | -5 | 14 | -4
COc1ccc(C(=O)NNC(=O)CSc2nnc(-c3ccc(O)cc3)n2C)cc1 | 2 | 0.1 | 4 | -2 | -8 | -0.9 | 0 | 18 | -4

Next section, overlapping the part above by 2 compounds.
SMILES | MT1-MMP act inh | MsrA inh | E coli Lon inh | MLLE-PAM2 inh | MsrA act | Tb MetRS inh | NRP1-CendR mod | SKN-1 inh | FAS-TE inh
CCCCn1c(N)c(N(CCOC)C(=O)CSCc2ccccc2C)c(=O)[nH]c1=O | 1 | -0.7 | 2 | -7 | 2 | -0.5 | -5 | 14 | -4
COc1ccc(C(=O)NNC(=O)CSc2nnc(-c3ccc(O)cc3)n2C)cc1 | 2 | 0.1 | 4 | -2 | -8 | -0.9 | 0 | 18 | -4
O=C(Nc1cccc(NS(=O)(=O)c2ccc(S(=O)(=O)NC3CC3)cc2)c1)c1ccccn1 | 4 | -0.6 | -7 | -3 | -3 | 0.2 | -16 | 4 | 1
COc1ccc(S(=O)(=O)N(CC(=O)NC2CC2)c2ccc(C)cc2)cc1OC | 1 | -1.0 | 6 | 7 | 0 | 0.0 | 5 | 1 | -8
O=C(O)COc1ccc(/C=C/c2nc3ccc([N+](=O)[O-])cc3s2)cc1 | -22 | 0.4 | -8 | -68 | -5 | -0.3 | -40 | -1 | 8
CCOC(=O)N1CCC(NC(=O)c2cc3c(-c4cccc(OC)c4)nn(C)c3s2)CC1 | 3 | 0.7 | 6 | 2 | -1 | 0.5 | 1 | -16 | 12
C=CCn1c(=O)n2ncnc2c2c3c(sc21)CCCC3 | -7 | . | -1 | -8 | -4 | -0.7 | -10 | 9 | 1
COCCn1c(SCC(=O)N(C(C)C)C(C)C)nnc1-c1cc2ccccc2cc1O | 7 | 0.0 | 0 | -14 | -4 | -0.4 | -9 | 8 | -3
COC(=O)C1C(c2ccc(Br)cc2)Nc2nnc(C(F)(F)F)n2C1(C)O (centres undefined) | 1 | -1.1 | 6 | -12 | -16 | -1.5 | 2 | -2 | -9
